PhoP inhibition = PhoP-dependent GFP reporter repression – Salmonella Typhimurium, primary screen (AID 1863); S. Typhimurium PhoP-regulated promoter GFP reporter, 4 h; higher % means a stronger effect; one-dose inhibition, % at 50 µM; IC50 in µM for titrated hits; 300,000 compounds, 0.16% hits;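 active means inhibition over 29.93%, a cutoff 3 SD above the screen mean, later confirmed by dose response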;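 further: 0% = low Mg2+ inducing control and 100% = high Mg2+ repressing control; strong numbers were not always called active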
Active calls of the source: *. A portion of the library; rates above refer to the full screens.

PhoP inhibition	Compound
12%	Cc1ccc(NC(=O)C(C)OC(=O)Cc2c[nH]c3ccccc23)cc1S(=O)(=O)N1CCOCC1 (stereo not given)
-1%	Cc1ccc(S(=O)(=O)CCC(=O)OCC(=O)NCC(=O)Nc2c(C)cc(C)cc2C)cc1
-2%	COc1cccc(CC(=O)OCC(=O)NC2(C#N)CCCCC2)c1
1%	Cc1noc(C)c1CSCC(=O)N(C)CC(=O)Nc1ccc(Cl)c(Cl)c1
15%	O=C(CSc1nc(=O)n2ccccc2n1)N1N=C(c2cccs2)CC1c1ccc(F)cc1 (stereo not given)
2%	O=C(Nc1cc2c3c(c1)CC(=O)N3CCC2)c1ccccc1Br
-6%	COc1ccc(Cl)cc1NC(=O)CN(C)C(=O)CCC(=O)c1cc(C)sc1C
-9%	COc1cc(C(=O)Nc2cc(C(F)(F)F)ccc2N2CCOCC2)ccc1OCC(=O)N1CCOCC1
-5%	COc1ccc(N2CCN(C(=O)COC(=O)/C=C/c3ccc(OC(F)F)cc3)CC2)cc1
-5%	CCCCn1c(N)c(N(CC(C)C)C(=O)COC(=O)c2ccccc2NCCO)c(=O)[nH]c1=O
5%	O=C(COC(=O)C1CCN(c2ccc(C(F)(F)F)cn2)CC1)c1cccc(Br)c1
0%	COc1ccc(NC(=O)CSc2nc(=O)n(CCN3CCOCC3)c3c2CCCC3)c(OC)c1
5%	CNC(=O)c1ccc(NC(=O)Cc2ccc(S(=O)(=O)N3CCOCC3)s2)cc1
-5%	CCN(CC(=O)NC(=O)NC1CCCCC1)Cc1ccccc1
-7%	O=C(CN1C(=O)NC2(CCCC2)C1=O)Nc1cc(Cl)ccc1N1CCOCC1
-4%	O=C(COC(=O)c1ccc(O)cc1)Nc1ccc2[nH]c(=O)[nH]c2c1
1%	COc1ccccc1NS(=O)(=O)c1ccc(C(=O)NCC2(N(C)C)CCCCC2)cc1
10%	COc1ccc(C)cc1-n1ccn(CC(=O)Nc2ccc(Br)cc2F)c(=O)c1=O
-9%	CCCN(C(=O)c1cccc(S(=O)(=O)N2CCN(C)CC2)c1)c1c(N)n(Cc2ccccc2)c(=O)[nH]c1=O
-8%	CCCCn1c(N)c(N(CCOC)C(=O)COC(=O)COc2cccc(C(C)=O)c2)c(=O)[nH]c1=O
2%	COc1ccc(C(=O)N(C)CC(=O)Nc2cccc(F)c2)cc1S(=O)(=O)NC1CCCC1
-5%	CCN(CC(=O)NCc1cccs1)C(=O)c1ccc(NS(=O)(=O)c2cccc([N+](=O)[O-])c2)cc1
4%	O=S(=O)(c1ccc2nnn(OCc3ccccc3)c2c1)N1CCOCC1
0%	O=C(COc1ccc(Cl)cc1)NCc1n[nH]c(=O)c2ccccc12
1%	O=C1OC(CN2CCOCC2)CN1N=Cc1ccc([N+](=O)[O-])o1 (stereo not given)
-7%	Clc1ccc(-c2cc(-c3ccccc3)on2)cc1
6%	O=C(COc1ccc(-c2nnco2)cc1)Nc1c(Cl)cccc1C(F)(F)F
8%	Cc1cc(C)n2nc(C(=O)OCC(=O)NC(=O)c3ccccc3)nc2n1
1%	CN(CC(=O)Nc1ccccc1Cl)C(=O)c1cccc(S(=O)(=O)N2CCN(Cc3ccccc3)CC2)c1
9%	Cc1ccccc1-c1nnc(SCC(=O)N(C)c2c(N)n(Cc3ccccc3)c(=O)[nH]c2=O)n1C
13%	CCCCCCCNC(=O)C1(CC2CC(c3cccc(Br)c3)=NO2)CCN(C(=O)C2CCCC2)CC1 (stereo not given)
-6%	CC(OC(=O)CCCOc1ccccc1)C(=O)Nc1ccc(Cl)cn1 (stereo not given)
-2%	Cc1ccccc1NC(=O)C(=O)NCC1CCCN1S(=O)(=O)c1cccs1 (stereo not given)
-2%	COc1ccccc1NC(=O)COC(=O)COc1cccc2c1OC(C)(C)C2
8%	O=C(OCc1ccc([N+](=O)[O-])cc1)c1cc(S(=O)(=O)N2CCCCC2)ccc1N1CCOCC1
-7%	Cc1ccccc1COC(=O)CNC(=O)c1sc2ccccc2c1Cl

Shown as labelled records: part of the list above
O=C(OCc1ccc([N+](=O)[O-])cc1)c1cc(S(=O)(=O)N2CCCCC2)ccc1N1CCOCC1
  PhoP inhibition: 8%

Cc1ccccc1NC(=O)C(=O)NCC1CCCN1S(=O)(=O)c1cccs1 (stereo not given)
  PhoP inhibition: -2%

Clc1ccc(-c2cc(-c3ccccc3)on2)cc1
  PhoP inhibition: -7%

More records
PhoP inhibition	Compound
17%	Cc1cccc(NC(=O)c2cccc(S(=O)(=O)NCc3ccccc3)c2)n1
7%	O=C(CSc1nc(=O)n2ccccc2n1)N1CCCCCC1
-5%	Cc1ccc(SCC(=O)N(C)CC(=O)Nc2cccc(F)c2)c(C)c1
2%	COc1ccc2oc(C(=O)N3CCCc4ccccc43)c(C)c2c1
1%	Cc1cc(C(=O)CCC(=O)N(C)CC(=O)Nc2c(Cl)cccc2Cl)c(C)s1
-7%	Cc1c(NC(=O)CN2C(=O)NC(C)(c3ccc(OC(F)F)cc3)C2=O)c(=O)n(-c2ccccc2)n1C (stereo not given)
3%	COCCNc1nnc(SCC(=O)N(C)c2c(N)n(Cc3ccccc3)c(=O)[nH]c2=O)s1
-9%	COc1ccc2oc(C(=O)OCC(=O)N(C)c3ccccc3)c(C)c2c1
-7%	CCCOc1ccc(C(=O)N(CC(C)C)c2c(N)n(Cc3ccccc3)c(=O)[nH]c2=O)cc1
0%	COCCN(C(=O)CSc1ncn[nH]1)c1c(N)n(Cc2ccccc2)c(=O)[nH]c1=O
-5%	O=C(CSc1ccccn1)Nc1ccc2c(c1)CCC2
4%	Cc1ccc(OCCCC(=O)NNC(=O)c2ccncc2)cc1
-4%	O=C(COc1ccc(-c2nnco2)cc1)Nc1ccc(C(F)(F)F)cc1
10%	CCOC(=O)C1CCN(S(=O)(=O)CCNC(=O)c2cccc(OC)c2)CC1
-2%	CC(C)CCn1c(SC(C)C(=O)NC2CC2)nc2ccccc2c1=O (stereo not given)
-2%	O=C(NCC(c1ccco1)N1CCCC1)c1cccc(NS(=O)(=O)c2ccccc2)c1 (stereo not given)
8%	CCCNC(=O)c1onc(CSc2ccc(Cl)cc2)c1C(=O)NCC1CC1
1%	Cc1cc(C)cc(NC(=O)C(OC(=O)Cn2cnc3c2c(=O)n(C)c(=O)n3C)c2ccccc2)c1 (stereo not given)
-2%	O=S(=O)(O)Oc1c[nH]c2ccccc12
-7%	Cc1ccnc(NC(=O)CCC(=O)c2cc(C)sc2C)c1
1%	CCN1C(=O)[C@H]2[C@@H](c3ccc(-c4ccc(OC)cc4)cc3)N3CCCC[C@@]3(C(=O)OC)[C@H]2C1=O
-9%	Cc1ccc(CN2C(=O)C(Cc3ccccc3)Nc3ncnc(N4CCCCC4)c32)cc1 (stereo not given)
20%	Oc1ccc(C[C@H]2CNCCN2CCCCC2CCCCC2)cc1
3%	O=C(COC(=O)C1CCC1)Nc1ncc(Cl)cc1Cl
7%	NC(=O)c1cc([N+](=O)[O-])c(Cl)cc1NCc1cccnc1
4%	CC1CCc2[nH]c3ccc(C(=O)N(C)CC(=O)Nc4ccccc4Br)cc3c2C1 (stereo not given)
0%	Cc1cccc(NC(=O)CSc2nc(=O)n3ccccc3n2)c1C
-3%	C#CCOCCOCCOCCNc1nc(N2CCN(C(=O)C(Cc3cc4ccccc4[nH]3)n3cc(C(N)Cc4ccc(O)cc4)nn3)CC2)nc(N2CCN(C(=O)C(CCC(=O)O)n3cc(C(N)C(C)CC)nn3)CC2)n1 (stereo not given)
-4%	Cc1cc(C)cc(N(CCC#N)C(=O)COC(=O)c2nc3nc(C)cc(C)n3n2)c1
5%	O=C(O)c1ccccc1C(=O)Nc1ccc(S(=O)(=O)Nc2nccs2)cc1
-6%	Cc1ccc(S(=O)(=O)N2CCOCC2)cc1C(=O)NC1CCCC(C)C1C (stereo not given)
-8%	Cc1cccc(NC(=O)CN2C(=O)NC3(CCCC3)C2=O)n1
-8%	Cc1ccc(C)c(OCCC(=O)OCC(=O)NCCc2ccc(S(N)(=O)=O)cc2)c1
-12%	Cc1ccc(S(=O)(=O)CCC(=O)Nc2nnc(-c3ccco3)o2)cc1
-6%	CC(C)CN(C1CCS(=O)(=O)C1)S(=O)(=O)c1ccc(C(C)C)cc1 (stereo not given)
1%	COc1ccc(S(=O)(=O)NCC(c2ccc3c(c2)OCO3)N2CCN(c3ccccc3)CC2)cc1 (stereo not given)
0%	COc1cc(NC(=O)c2ccccc2-n2cnnn2)cc(OC)c1
3%	CC(=O)c1c(C)[nH]c(C(=O)OCC(=O)N(C)c2c(N)n(Cc3ccccc3)c(=O)[nH]c2=O)c1C
2%	CCOc1ccccc1N1CCN(C(=O)CN2C(=O)NC3(CCCC3)C2=O)CC1
-4%	CCCCCc1nnc(NC(=O)c2ccc(N3CCCC3=O)cc2)s1
-1%	Cc1ccc(C(=O)Oc2ccc(-c3nnco3)cc2)o1
5%	Cc1ccc(NS(=O)(=O)c2ccc(C(=O)N3CCOCC3)cc2)cc1
-3%	COc1ccc(C)c2sc(N(CCN(C)C)C(=O)c3cccc(N4C(=O)CCC4=O)c3)nc12
1%	CCn1c(COC(=O)CNC(=O)c2ccccc2F)nc2cc(S(=O)(=O)N(C)C)ccc21
-2%	CCCCn1c(SCC(=O)NC2CCCC2)nc2ccccc2c1=O
-2%	COc1ccccc1NC(=O)C(=O)NCCC1CCCCN1S(=O)(=O)c1ccccc1 (stereo not given)
-7%	Cc1ccc(NC(=O)CSCC(=O)OC(C)C(=O)Nc2ccc(S(N)(=O)=O)cc2)c(C)c1 (stereo not given)
5%	CCNc1nc(NCC)n2c(SCC(=O)Nc3ccc(F)cc3)nnc2n1
3%	Cc1n[nH]c(=O)c2c(NC(=O)CSc3nc4ccccc4c(=O)n3-c3ccc(OC(F)F)cc3)oc(C)c12
3%	COc1ccc(-n2c(=O)c(CCC(=O)N(C)Cc3cccs3)nc3ccccc32)cc1
8%	Cc1cccc(NC(=O)COc2coc(CN3CCN(c4ccccc4)CC3)cc2=O)c1
-7%	CC1CCN(c2ccc(-c3ccc(NC(=O)c4ccco4)cc3)nn2)CC1
-2%	O=C(NCCS(=O)(=O)NCC1CCCO1)c1ccccc1 (stereo not given)
2%	O=C(c1cc([N+](=O)[O-])ccc1N1CCOCC1)N1CCN(c2ccc([N+](=O)[O-])cc2)CC1
1%	CCOc1ccc(NS(=O)(=O)c2ccc(C(=O)NCCN3CCOCC3)cc2)cc1
0%	Cc1ccc2nc(SCC(=O)Nc3ccc4c(c3)OCO4)nc(=O)n2c1
-6%	CCOC(=O)C1=C(COC(=O)COc2cc(C)ccc2C)NC(=O)NC1C (stereo not given)
-2%	O=C(COC(=O)CSc1ccc([N+](=O)[O-])cc1)NCc1cccs1
-2%	CC(=O)Nc1ccc(S(=O)(=O)NCc2nnnn2-c2ccc(Cl)cc2)cc1
-1%	CSc1ccc(CN(C)C(=O)c2cc(S(=O)(=O)NCc3ccccc3)ccc2C)cc1

Later entries
PhoP inhibition	Compound
-11%	Cc1noc(C)c1COc1ccccc1C(=O)Nc1cccc(S(=O)(=O)N(C)C)c1
1%	CCOc1ccc(C(=O)NCC(c2ccco2)N2CCOCC2)cc1 (stereo not given)
3%	COc1ccc(NC(=O)CN(C)C(=O)C2CC(=O)N(c3ccc4c(c3)OCCO4)C2)cc1 (stereo not given)
-8%	O=C(NCc1ccncc1)c1ccc(S(=O)(=O)Nc2ccccc2)cc1
1%	Cc1cccc(NS(=O)(=O)c2ccc(C(=O)N3CCCCCC3)cc2)c1C
8%	O=C(c1ccc(-c2ccccc2Cl)o1)N1CCN(c2ccccc2O)CC1
-10%	Cc1cnc(C(=O)OCC(=O)c2ccc(F)c(F)c2)cn1
-1%	COc1ccc(C(=O)NCC(c2ccco2)N2CCc3ccccc3C2)cc1 (stereo not given)
2%	COc1ccc(S(=O)(=O)N2CCCC2CNC(=O)C(=O)Nc2ccc(F)cc2)cc1 (stereo not given)
9%	COc1ccc(CCC(=O)Nc2cc3c4c(c2)CCC(=O)N4CCC3)cc1
2%	O=C(CCNS(=O)(=O)c1ccccc1)NNC(=O)c1csc(N2CCOCC2)n1
-2%	COc1cc(OC)cc(C(=O)Nc2nc(CC(=O)NCc3ccc(F)cc3)cs2)c1
-1%	Cc1ccc(C2(C)NC(=O)N(CC(=O)N(C)CC(=O)Nc3cccc4ccccc34)C2=O)cc1 (stereo not given)

Molecules listed so far with a Cl atom, in the order listed:
PhoP inhibition	Compound
1%	Cc1noc(C)c1CSCC(=O)N(C)CC(=O)Nc1ccc(Cl)c(Cl)c1
-6%	COc1ccc(Cl)cc1NC(=O)CN(C)C(=O)CCC(=O)c1cc(C)sc1C
-7%	O=C(CN1C(=O)NC2(CCCC2)C1=O)Nc1cc(Cl)ccc1N1CCOCC1
0%	O=C(COc1ccc(Cl)cc1)NCc1n[nH]c(=O)c2ccccc12
-7%	Clc1ccc(-c2cc(-c3ccccc3)on2)cc1
6%	O=C(COc1ccc(-c2nnco2)cc1)Nc1c(Cl)cccc1C(F)(F)F
1%	CN(CC(=O)Nc1ccccc1Cl)C(=O)c1cccc(S(=O)(=O)N2CCN(Cc3ccccc3)CC2)c1
-6%	CC(OC(=O)CCCOc1ccccc1)C(=O)Nc1ccc(Cl)cn1 (stereo not given)
-7%	Cc1ccccc1COC(=O)CNC(=O)c1sc2ccccc2c1Cl
1%	Cc1cc(C(=O)CCC(=O)N(C)CC(=O)Nc2c(Cl)cccc2Cl)c(C)s1
8%	CCCNC(=O)c1onc(CSc2ccc(Cl)cc2)c1C(=O)NCC1CC1
3%	O=C(COC(=O)C1CCC1)Nc1ncc(Cl)cc1Cl
7%	NC(=O)c1cc([N+](=O)[O-])c(Cl)cc1NCc1cccnc1
-2%	CC(=O)Nc1ccc(S(=O)(=O)NCc2nnnn2-c2ccc(Cl)cc2)cc1
8%	O=C(c1ccc(-c2ccccc2Cl)o1)N1CCN(c2ccccc2O)CC1

Bioassay records deposited in PubChem BioAssay by Southern Research Specialized Biocontainment Screening Center.
